Compound activity from PubChem.
HCMV inh: blocks human cytomegalovirus replication; AID 1259415; 410,000 tested, 4.5% active; HFF cells, HCMV-luciferase reporter, 72 h; stronger effect = lower value; activity change, negative = inhibition, % at 57.5 µM; in the data active = activity change below about -60%; inconclusive = no clear call, values can overlap the other calls; inactive = above about -39%
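Human foreskin fibroblasts infected with luciferase-reporter HCMV at MOI 1 PFU/cell, compounds at two doses. Luciferase measured 72 h post infection; normalized to buffer-only basal and Salinomycin (10uM) controls.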
Sm TGR inh: S. mansoni TGR enzyme inhibition; AID 485364; Potency, µM (top dose mostly 114 µM), for the others: at the top dose activity change, negative = inhibition, hits mostly inhibitors; purified TGR, DTNB reduction, TNB absorbance 405 nm; 360,000 tested, 3% active; Q962Y6; also: potency is read from the fitted curve at half-maximal effect; nearly all actives have a fitted effect of over 60% in size
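Kinetic colorimetric format: TGR-catalysed, NADPH-driven DTNB reduction monitored via TNB absorbance. Enzyme dispensed at 20 nM; compound exposure 15 min at room temperature before reaction start.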
HCV inh: blocks hepatitis C virus; Huh7.5.1 HCVcc-Cre infection, luciferase reporter, 44 h; AID 651820; Potency, µM (highest dose often 41.8 µM), inactives show at the highest dose activity change, negative = inhibition, actives largely listed as inhibitors; 340,000 tested, 3.4% active; also: potency is read from the fitted curve at half-maximal effect
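Infectious HCVcc-Cre (~0.5 moi) was added to cells just after compound, with cells seeded 4 h earlier at 1,000 per well. Luciferase activity after 44 h culture reported infection; substrate was incubated 15 min at room temperature before reading.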
Giardia FBPA inh: Giardia lamblia aldolase inhibition | A8B2U2 | AID 2451 | 290,000 tested, 0.71% active | purified Giardia FBPA | Potency, µM (highest dose often 59.6 µM), for the others: top-dose activity, negative = inhibition, actives largely listed as inhibitors; also: potency is read from the fitted curve at half-maximal effect; nearly all actives have a fitted effect of over 55% in size
Target sequence (A8B2U2 whole entry, looked up): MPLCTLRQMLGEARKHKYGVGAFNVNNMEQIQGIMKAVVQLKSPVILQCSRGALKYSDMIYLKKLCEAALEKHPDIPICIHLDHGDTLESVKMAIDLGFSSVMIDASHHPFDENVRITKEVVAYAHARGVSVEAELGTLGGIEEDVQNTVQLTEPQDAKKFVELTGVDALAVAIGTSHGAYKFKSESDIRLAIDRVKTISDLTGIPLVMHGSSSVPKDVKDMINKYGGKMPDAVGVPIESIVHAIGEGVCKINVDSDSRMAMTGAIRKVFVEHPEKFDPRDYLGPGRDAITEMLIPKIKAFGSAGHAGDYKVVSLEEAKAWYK
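40 nM FBPA preincubated 10 min at RT with compound (up to 57.5 uM final), then substrate plus GAPDH/TPI/NAD/arsenate coupling and diaphorase/resazurin added. Fluorescence read after 20 min at RT, 525/598 nm.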
AmpC inh no detg: blocks E. coli AmpC beta-lactamase in detergent-free assay; P00811; AmpC nitrocefin hydrolysis, absorbance 480 nm, 0.0001% Triton; Potency, µM (highest dose often 57.1 µM), inactives show at the top dose activity change, negative = inhibition, usual class: inhibitors; 330,000 tested, 0.52% active;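 also: potency is read from the fitted curve at half-maximal effect; plate controls were no compound for no effect and no enzyme for full effect; nearly all actives have a fitted effect of over 20% in size; some results filed as inactive show a strong effect at the top dose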
Target sequence (P00811 whole entry, looked up): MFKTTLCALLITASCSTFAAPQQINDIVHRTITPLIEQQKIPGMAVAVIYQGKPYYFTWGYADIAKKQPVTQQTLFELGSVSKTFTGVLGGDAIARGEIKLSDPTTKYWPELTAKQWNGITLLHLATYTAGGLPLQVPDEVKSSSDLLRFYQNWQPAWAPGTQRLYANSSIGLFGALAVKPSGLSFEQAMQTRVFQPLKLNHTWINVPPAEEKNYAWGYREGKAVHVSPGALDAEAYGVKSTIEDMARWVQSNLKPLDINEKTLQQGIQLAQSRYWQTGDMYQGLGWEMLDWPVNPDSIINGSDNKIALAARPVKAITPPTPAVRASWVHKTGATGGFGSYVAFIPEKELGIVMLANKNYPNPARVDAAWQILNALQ
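AmpC (5.3 nM in the dispensed reagent) in 20 mM phosphate pH 7.0 with 0.01% (detergent screen) or 0.0001% Triton X-100 was preincubated with compounds for 15 min at room temperature. Nitrocefin was then added from an 800 uM solution, and hydrolysis was followed at 480 nm.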
AmpC inh detg: inhibitors of E. coli AmpC beta-lactamase with detergent. AmpC hydrolysis of nitrocefin, absorbance 480 nm, 0.01% Triton. P00811. AID 485294. Potency, µM (top dose mostly 114 µM), for the others: top-dose activity change, negative = inhibition, actives largely listed as inhibitors. 370,000 tested, 0.041% active;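 also: potency is read from the fitted curve at half-maximal effect; 0% = no-compound wells and -100% = no-enzyme wells; nearly all actives have a fitted effect of over 25% in size; some results filed as inactive show a strong effect at the top dose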
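20 mM phosphate pH 7.0 + 0.01% (detergent screen) or 0.0001% Triton X-100; 5.3 nM AmpC reagent; cpd preinc 15 min RT; nitrocefin (800 uM stock) to start; A480 q20 s × 4 min; Activity was normalised to no-enzyme and no-compound control wells.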
Starred values were filed as active, the others as inactive; ? = inconclusive; / = not tested or not shown; & = joins results of further samples; [ ] = dose if it differs, or a comment. Unless noted, calls follow the shape of the dose curve; as a rule, active = well fitted curve in the direction sought with a large enough effect; inconclusive = small, poorly fitted or top-dose-only effect, or another doubt; inactive = no such curve, though single readings can be large; an effect the other way counts as inactive or inconclusive. Unless noted, % is scaled to controls: 0 for no effect and ±100 for the full control effect.

SMILES	HCMV inh	Sm TGR inh	HCV inh	Giardia FBPA inh	AmpC inh no detg	AmpC inh detg
N#Cc1ccc(CN2CCN(CC(=O)NCCc3ccc(Cl)cc3Cl)CC2)cc1	6	2%	?	-14%	158%[activator]	-5%
C/C(=N\NC(=O)c1c([N+](=O)[O-])c(C)nn1C)c1ccc(NC(=O)C2CCCC2)cc1	?	-6%	-11%	/	-9%	7%
CCCN(C(=O)CCSc1ccc(F)cc1)c1c(N)n(Cc2ccccc2)c(=O)[nH]c1=O	23	8%	8%	/	-8%	3%
c1coc(-c2cc(C3CCNCC3)[nH]n2)c1	-39	-2%	-6%	-6%	-17%	1%
CCOC(=O)c1ccc(NC(=O)CN2C(=O)CSCC2=O)cc1	-28	-10%	9%	-1%	-18%	-6%
CC(C)(C)n1ncc2c(=O)n(CC(=O)NC3CCCCC3)cnc21	12	0%	4%	8%	-2%	-5%
Cc1cccc(NC2=NC(=S)N(CC#N)C23CCCCC3)c1	76	-1%	2%	-2%	-13%	0%
Oc1ccc(/C=N/NC2=NCCCCC2)cc1	-22	0%	19%	-3%	-14%	-10%
Cc1cc(Nc2cccc(F)c2)n2nc(C)nc2n1	-13	3%	-14%	2%	-8%	0%
COC(=O)C1=C(C)N(Cc2ccccc2)C(=NCC(C)C)N[C@H]1c1ccccc1	/	1%&-19%	-12%	2%&-2%	-23%&43%	-10%&-6%
CCN(C(=O)CCc1nc(-c2ccc(OC)cc2)no1)c1cc(OC)ccc1OC	-21	1%	11µM*	-8%	117%[activator]	-8%
CC1CN(CC(=O)Nc2cccc(C(=O)Nc3cccc(C(F)(F)F)c3)c2)CC(C)O1 (configuration not stated)	-27	1%	?	0%	118%[activator]	-1%
O=C(Cn1cc(C(F)(F)F)ccc1=O)Nc1cc(S(=O)(=O)N2CCOCC2)ccc1Cl	60	-9%	-11%	2%	-20%	-17%
Cc1cc(Cn2nnc(-c3ccc(Br)cc3)n2)cc(C)c1O	-4	-30%	1%	/	-25%	?
CN(C)C1NC(=O)c2cc(-c3ccccc3)sc2N1 (configuration not stated)	-4	-1%	?	2%	148%[activator]	9%
O=C(NC(=S)N1CCN(Cc2ccc3c(c2)OCO3)CC1)c1cccc(Br)c1	?	-15%	-15%	19%	-40%	-6%
ClC(Cl)(Cl)c1nc2ccccc2n2nncc12	-88*	2%	13µM*	2%	0%	4%
CCOn1c(=O)c(-c2cc3ccccc3o2)[n+]([O-])c2ccccc21	/	2%	12%	-2%	-24%	?
CN1CCN(c2ccc(C(CC(N)=O)NC(=O)Cc3cccc4ccccc34)cc2[N+](=O)[O-])CC1 (configuration not stated)	-1	-15%	11%	-1%	17%	?
O=C(CS(=O)(=O)c1ccc(F)cc1)Nc1nnc(-c2ccccc2Cl)o1	-6	-1%	-1%[8.37 µM]	/	?	?
COc1cccc(NS(=O)(=O)c2ccc3[nH]cc(C(=O)NCCN4CCOCC4)c(=O)c3c2)c1	-6	-4%	14%	-2%	-3%	0%
COc1cccc(N2CCN(c3ncnc4c3[nH]c3ccc(F)cc34)CC2C)c1 (configuration not stated)	-97*	-10%	1.6µM*	-3%	-18%	3%
Cc1ccc(Nc2c(-c3ccc(C)s3)nc3ccccn23)cc1	74	-1%	/	/	/	0%
COc1cccc(NC(=O)N2CCC(n3c(C)nc4cccnc43)CC2)c1	6	-5%	/	/	/	-2%
CCOc1ccc(NC(=S)Nc2ccc(OC(F)(F)F)cc2)cc1	-19	4%	-4%	-1%	-17%	3%
Cn1nc(C(=O)NNC(=O)c2ccccc2Br)c2ccccc2c1=O	-11	-2%	21%	/	-14%	0%
Cc1ccccc1Nc1nc(N)nc(-c2oc3ccccc3c2C)n1	-9	2%	-56%	2%	49%	3%
CCN(Cc1ccccc1)C(=O)CCNS(=O)(=O)c1cc(Br)cnc1N	7	-1%	0%	/	1%	1%
COc1ccc(C(=O)NC2CCCc3c2cnn3-c2cccc(C)c2C)c(OC)n1 (configuration not stated)	-87*	3%	2.2µM*	4%	54%	?
Cc1cc(C)cc(N2CN=C3SCC(=O)N3C2)c1	-24	?	-2%	0%	0%	1%
CCOc1c(Cl)cc(CNc2ccc(S(N)(=O)=O)cc2)cc1OC	?	3%	4%	-10%	-12%	-4%
Cc1ccc(C)c(NC(=O)COC(=O)c2cc3ccccc3oc2=O)c1	58	-6%	5%	/	-20%	-2%
COc1cccc(CNC(=O)CSc2nc(=O)[nH]c3c2CCC3)c1	?	5%	/	/	/	2%
CCOc1ccc2nc(NC(=O)CN3CCC(n4nnc5cc(F)ccc54)CC3)sc2c1	-68*	4%	?	-4%	26%	?
c1ccc2c(-n3cccn3)cccc2c1	-5	5%	-10%	0%	-19%	-13%
CCCCCn1c(=O)c(C(=O)Nc2cccc(C)c2)c(O)c2ccccc21	-28	1%	1%	14%	-15%	-3%
COc1ccc(N2CCN(C(=O)Cc3nn(C)c(=O)c4ccccc34)CC2)cc1	-21	-1%	?	-18%	26%	?
Cc1ccc2oc3c(c(=O)c2c1)C(c1ccccc1F)N(CCCN1CCOCC1)C3=O (configuration not stated)	-13	1%	/	/	/	20%
CC1CC(Nc2ccccc2)c2ccccc2N1C(=O)c1cccnc1 (configuration not stated)	-36	-2%	5.6µM*	11%	18%	?
COc1ccc(N/C=C(\C#N)c2ccc(OCCCF)cc2)cc1	-91*	-7%	?	0%	-24%	0%
O=c1c2sccc2[nH]c(=S)n1-c1ccccc1	-26	3%	11%	18µM*	-22%	5%
Cc1ccc2nc(C)cc(C(=O)N3CCCC(CO)(Cc4ccccc4C)C3)c2c1 (configuration not stated)	5	-10%	-2%	0%	143%[activator]	1%
C=CCNC(=S)Nc1ccc2cn[nH]c2c1	-25	40µM*	4%	?	-5%	0%
Cc1ccc(NC(=O)COC(=O)c2ccc(-n3cnnn3)cc2)c(Br)c1	-15	-7%	4%	/	-6%	3%
CC(Sc1ccccc1)C(=O)N1CCN(S(=O)(=O)c2ccccc2)CC1 (configuration not stated)	-63*	-3%	26%	/	-12%	3%
NS(=O)(=O)c1ccc(CNC(=S)Nc2ccc(F)c(Cl)c2)cc1	-4	?	0%	-15%	-29%	-3%
Cc1ccc(-c2csc(N3N=C(c4ccccc4)/C(=C\c4ccc(N(C)C)cc4)C3=O)n2)cc1	/	5%	/	4%	-48%	-14%
Cn1c(=O)c2c(nc(N3CCCCCC3)n2CC(O)COc2ccccc2)n(C)c1=O (configuration not stated)	-9	-8%	9%	3%	1%	-11%
COc1cccc(CN(C)C(=O)c2ccccc2Sc2ccccc2C#N)c1OC	-10	-12%	-16%	/	29%	8%
COc1ccccc1CNC(=O)NCc1noc2ccc(C)cc12	-5	4%	/	/	/	-7%

(more compounds)
SMILES	HCMV inh	Sm TGR inh	HCV inh	Giardia FBPA inh	AmpC inh no detg	AmpC inh detg
CCOc1ccc(/C=C(\C#N)C(=O)Nc2cccnc2)cc1	-2	-2%	-2%	2%	-2%	?
O=C(Nc1cccc(Cl)c1)C1CCCN(c2ncnc3c2nc2n3CCCCC2)C1 (configuration not stated)	14	8%	/	/	/	5%
CCCCc1ccc(NC(=O)CSc2nc(=O)n(CCN(CC)CC)c3c2CCC3)cc1	9	-1%	?	/	?	?
Cc1onc(-c2ccc(Cl)cc2)c1-c1ccnn1S(=O)(=O)c1cccc(C(F)(F)F)c1	-36	1%	?	-3%	-26%	-6%
CCOc1ccc(S(=O)(=O)N(CC(=O)NCc2cccnc2)c2ccc(F)cc2)cc1	-5	1%	-14%	6%	52%	-14%
O=C(NCC(=O)N(Cc1ccccc1)C(C(=O)NC1CCCC1)c1ccncc1)c1ccco1 (configuration not stated)	-1	?	5%	-1%	3%	-9%
Cc1cc(C(=O)N(CCC#N)Cc2cccs2)no1	3	8%	12%	1%	4%	0%
COc1ccc(-n2nc(C(=O)NCC(=O)N3CCN(c4ccccn4)CC3)c3ccccc3c2=O)cc1	97	6%	-12%	0%	-2%	-6%
CN(C)C(=N)c1n[nH]nc1SCc1ccccc1	-7	44%[activator]	-5%	12%	-10%	-7%
COc1cc(NC(=O)CSc2ccc(-c3cccnc3)nn2)cc(OC)c1	7	-5%	-16%	/	-11%	-5%
C[C@]12CC[C@@H]3c4ccc(O)cc4C(=O)C[C@H]3[C@@H]1CC[C@@H]2O	50	7%	-9%	23%	-23%	3%
CCCOc1ccc(C(=O)CCC(=O)OCC(=O)Nc2ccc(OCC)cc2)cc1	-2	4%	/	5%	-21%	6%
COCCOC(=O)C1=C(C)NC(=O)N(C(C)=O)C1c1ccc(Cl)cc1 (configuration not stated)	39	-1%	-4%	-8%	5%	3%
O=S(=O)(Nc1ccc(N2CCCCC2)cc1)c1ccc(F)c(F)c1	-15	2%	-8%	-2%	-7%	-3%
CN(C)c1ccc(N=Cc2cccn2C)cc1	?	?	?	-24%	2%	-3%
CCn1nc(C)c(NC(=O)c2cnn3c(C(F)F)cc(-c4ccccc4)nc23)c1C	?	-11%	14µM*	3%	30%	2%
COc1ccc(-c2cn3nc(N4CCCC(C(=O)Nc5cc(C)cc(C)c5)C4)sc3n2)cc1 (configuration not stated)	0	5%	/	/	/	-3%
COc1ccc(C2N(c3cccc(Cl)c3)C(=O)C3CCCN32)cc1 (configuration not stated)	10	0%	7%	1%	-6%	-14%
CC(C)(C)c1nc(Sc2ccc([N+](=O)[O-])cn2)n[nH]1	31	-14%	0%	3%	-11%	-6%
CC(C)c1ccc(C2CC(=O)N3CN(Cc4ccco4)CSC3=C2C#N)cc1 (configuration not stated)	3	2.2µM*	0%	?	-1%	?
CCOC(=O)C1CCN(c2ncnc3c(C)csc23)CC1	12	5%	-6%	5%	14%	5%
CCOC(=O)/C(=N\Nc1ccc(Br)cc1)N1CC(C)OC(C)C1 (configuration not stated)	/	-24%	-20%	-6%	70%[activator]	7%

6 entries from above in a different format:
mol | HCMV inh | Sm TGR inh | HCV inh | Giardia FBPA inh | AmpC inh no detg | AmpC inh detg
CC(C)c1ccc(C2CC(=O)N3CN(Cc4ccco4)CSC3=C2C#N)cc1 (configuration not stated) | 3 | 2.2µM* | 0% | ? | -1% | ?
C[C@]12CC[C@@H]3c4ccc(O)cc4C(=O)C[C@H]3[C@@H]1CC[C@@H]2O | 50 | 7% | -9% | 23% | -23% | 3%
COCCOC(=O)C1=C(C)NC(=O)N(C(C)=O)C1c1ccc(Cl)cc1 (configuration not stated) | 39 | -1% | -4% | -8% | 5% | 3%
CCn1nc(C)c(NC(=O)c2cnn3c(C(F)F)cc(-c4ccccc4)nc23)c1C | ? | -11% | 14µM* | 3% | 30% | 2%
COc1ccc(-c2cn3nc(N4CCCC(C(=O)Nc5cc(C)cc(C)c5)C4)sc3n2)cc1 (configuration not stated) | 0 | 5% | / | / | / | -3%
CN(C)c1ccc(N=Cc2cccn2C)cc1 | ? | ? | ? | -24% | 2% | -3%
